# STEP block: STEP (human) phosphatase inhibition; recombinant STEP, OMFP fluorogenic substrate, fluorescence; inhibition, % at 20 µM; 0.25% of 360,000 active; AID 588621;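 active means inhibition at 20 µM, scaled per plate between control wells, above about 37%, limit read from the data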;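 further: 0% = DMSO with enzyme and substrate and 100% = substrate only without enzyme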
#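 Test system: STEP tyrosine phosphatase / Reagent: OMFP at 25 µM / Doses: 20 µM, 1% DMSO / Read-out: percent inhibition scaled to no-enzyme and uninhibited-enzyme controls, plate-pattern corrected / Detection: FITC-channel fluorescence of OMFP product / Medium: Bis-Tris buffer pH 6.0, 2.5 mM DTT, 0.005% Tween 20 / Schedule: 20 min at room temperature, dark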
# MsrA inh: inhibitors of bovine MsrA. purified bovine MsrA, absorbance read-out. inhibition, % at 15.5 µM. 0.75% of 360,000 active. AID 651718; in the data active means inhibition above about 4.5%;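 further: 0% = vehicle wells with enzyme and 100% = reference inhibitor wells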
# LMPTP block: LMPTP (human) inhibition; recombinant LMPTP-A, OMFP fluorogenic substrate, fluorescence intensity; inhibition, % at 20 µM; 0.22% of 360,000 active;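 active means compounds that cut the enzyme signal by at least half of the control window in the single-dose screen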;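 further: plate controls were DMSO wells with enzyme plus substrate for no effect and substrate without enzyme for full effect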
# Target sequence (P24666 whole entry, looked up): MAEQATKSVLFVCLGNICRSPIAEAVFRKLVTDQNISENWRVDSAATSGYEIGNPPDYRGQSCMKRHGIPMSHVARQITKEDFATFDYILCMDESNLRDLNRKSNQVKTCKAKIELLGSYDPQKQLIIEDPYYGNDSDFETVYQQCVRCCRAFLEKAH
#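 test system = LMPTP-A | amount = 0.625 nM LMPTP-A final | reagent = fluorogenic phosphatase substrate OMFP at 400 µM final | incubation = 50 min at room temperature | benchmarks = no-enzyme low control, uninhibited high control | medium = Bis-Tris pH 6.0, DTT, detergent | signal = fluorescence intensity of OMFP turnover product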
# NadD block: blocks S. aureus nicotinate mononucleotide adenylyltransferase; inhibition, % at 20 µM; AID 602399; 0.78% of 360,000 active; purified NadD enzyme, colorimetric absorbance read-out; in the data active means inhibition above about 26%; further: some compounds past the cut are filed as inactive
# DNMT1 block: inhibitors of human DNMT1; P26358; DNMT1 molecular beacon, Hinp1I cleavage, fluorescence; inhibition (reported as % activation of signal), % at 10 µM; 0.83% of 360,000 active; in the data active means inhibition above about 50%
# TbMetRS inhib: blocks T. brucei methionyl-tRNA synthetase activity; inhibition, % at 11.9 µM; 0.4% of 360,000 active; AID 624268; purified T. brucei MetRS, ATP depletion, Kinase-Glo luminescence;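 active means inhibition above a per-plate cutoff of the control wells' mean inhibition plus 3 SD, cut at about 5.5% in these data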;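 further: 0% = DMSO wells median and 100% = median of wells with control inhibitor compound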
#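 technique = Kinase-Glo luminescence, ATP depletion format | system = purified MetRS (methionyl-tRNA synthetase) enzyme from Trypanosoma brucei | timing = 15 min preincubation, 2 h reaction, all 25 °C | evaluation = percent inhibition versus plate control medians | dosing = single dose, 11.9 µM final nominal, 0.9% final DMSO | also added = substrates ATP, L-methionine and bulk Escherichia coli tRNA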
# Scp1 inh: inhibitors of human Scp-1 phosphatase; Q9GZU7; Recombinant Scp1, phosphopeptide, malachite green phosphate absorbance; inhibition, % at 20 µM; 0.88% of 340,000 active; AID 493091;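 active means inhibition above about 50% at 20 µM, limit read from the data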;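 further: plate controls were DMSO wells with enzyme for no effect and wells lacking enzyme for full effect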
# Target sequence (Q9GZU7 76-261 limits assumed): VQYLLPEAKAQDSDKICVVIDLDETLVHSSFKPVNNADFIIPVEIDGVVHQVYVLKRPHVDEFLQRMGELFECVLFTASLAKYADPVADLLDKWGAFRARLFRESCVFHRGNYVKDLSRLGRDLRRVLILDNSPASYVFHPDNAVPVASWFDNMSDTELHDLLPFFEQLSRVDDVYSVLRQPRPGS
#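 System: truncated SCP-1 phosphatase (76-261aa); medium: Tris acetate buffer pH 5.5 with MgCl2 and Tween-20; incubation: 45 min room-temperature reaction, 5 min colour, 30 min stabiliser; compound: single 20 µM dose, 1% DMSO; reagent: Phosphorylated 17-residue peptide substrate; read-out: % inhibition at 20 µM; technique: colorimetric free-phosphate detection, absorbance 630 nm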
# SUMO1-SIM PPI: modulators of human SUMO1-mediated protein-protein interactions | P63165 | SUMO1 binding to a labelled peptide, TR-FRET, 1 h | inhibition, % at 20 µM | 0.33% of 360,000 active | AID 602429; in the data active means inhibition above about 37%
# Target sequence (P63165 whole entry, looked up): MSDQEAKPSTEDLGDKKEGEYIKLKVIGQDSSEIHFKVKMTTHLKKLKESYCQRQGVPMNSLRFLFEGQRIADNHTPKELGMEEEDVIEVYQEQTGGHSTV
# Rpn11 block: blocks the human proteasome subunit Rpn11. calls only at 20 µM. 0.59% of 360,000 active. human 26S proteasome, Ub4-pepOG fluorescence polarization; 20S core pre-blocked with epoxomicin. AID 588493. O00487;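 active means inhibition at 20 µM, scaled to each plate's controls, above about 33%, limit read from the data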
# CSN inh: blocks human CSN-mediated cullin deneddylation; Q92905; Purified CSN, SCF-Nedd8-OG deneddylation, fluorescence polarization; inhibition, % at 12.5 µM; 0.38% of 360,000 active; AID 651999;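 active means pattern-corrected inhibition above about 35%, with an unprinted fluorescence ratio check between 0.5 and 1.5, limit read from the data, passing the limit was not always enough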;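 further: 0% = enzyme with substrate and 100% = substrate without enzyme; some results filed as inactive read as strong as hits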
# Target sequence (Q92905 whole entry, looked up, one chain of several): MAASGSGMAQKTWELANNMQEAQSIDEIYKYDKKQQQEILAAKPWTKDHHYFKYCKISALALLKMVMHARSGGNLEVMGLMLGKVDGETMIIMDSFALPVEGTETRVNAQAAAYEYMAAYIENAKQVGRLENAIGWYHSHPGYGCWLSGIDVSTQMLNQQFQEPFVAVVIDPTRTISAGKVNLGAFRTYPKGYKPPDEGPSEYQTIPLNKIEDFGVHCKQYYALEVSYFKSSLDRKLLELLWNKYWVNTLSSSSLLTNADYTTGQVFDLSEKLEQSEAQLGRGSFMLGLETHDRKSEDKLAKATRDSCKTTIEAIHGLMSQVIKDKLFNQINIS
#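 Detection – fluorescence polarization · System – HEK293T-derived human Csn5 enzyme · Controls – substrate-only high control, full reaction low control · Timing – 90 min, room temperature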
# Starred values were filed as active, the others as inactive; i = inactive; / = no result given; + = active, no number.
# Sample of the layout (12 entries):
SMILES,STEP block,MsrA inh,LMPTP block,NadD block,DNMT1 block,TbMetRS inhib,Scp1 inh,SUMO1-SIM PPI,Rpn11 block,CSN inh
OCn1c2ccccc2c2ccccc21,0,1.2,-1.9,-3,2,-1.0,-11,0,i,3
N#Cc1cc2c(nc1Cl)CCC2,-1,-0.8,-1.9,-5,4,0.2,-8,-2,i,1
O=C(CSc1ccc(-c2ccccc2)nn1)Nc1ccc2c(c1)OCCO2,3,-0.2,0.7,-2,-8,0.0,-7,-4,i,0
CCCNc1nc(C)c(C(C)=O)cc1C#N,-2,1.8,-1.5,-5,0,-0.3,-10,-1,i,-8
CC1(C)CC(=O)C2=C(C1)N=C1SCCC(=O)N1C2c1cccc([N+](=O)[O-])c1 (stereo not drawn),-2,3.3,-0.6,-8,-4,0.2,-5,-13,i,6
Cc1ccc(NS(=O)(=O)c2ccc(CCC(=O)NCc3cccnc3)cc2)cc1,-1,-0.4,-0.9,-8,-3,-0.5,-1,1,i,1
Cc1ccc(OC(=O)CCc2c(C)nc3ncnn3c2C)cc1,0,0.9,-1.2,-4,-1,0.3,-8,-2,i,-4
CCc1ccc(CN(C(=O)c2ccco2)C2CCS(=O)(=O)C2)cc1 (stereo not drawn),-2,1.7,-0.8,-2,3,-0.6,-2,-6,i,1
Cc1ccc(-c2onc3ccc(C4OCCO4)cc23)cc1,3,0.6,1.3,-8,-2,-0.1,-12,-18,i,-1
O=C(CCCSc1nc2ccccc2[nH]1)NC(c1ccccc1)c1ccccc1,-1,0.0,1.6,0,-5,0.1,1,4,i,1
COc1ccc(CN2CCN(C(C)C(=O)N3CCc4ccccc43)CC2)cc1OC (stereo not drawn),2,1.5,-0.2,-5,-3,-0.6,-3,1,i,1
c1ccc2c(c1)nc1n2CCS1,3,1.2,-0.6,2,-3,0.2,-5,-2,i,-4

# The list itself, previewed entries included:
SMILES,STEP block,MsrA inh,LMPTP block,NadD block,DNMT1 block,TbMetRS inhib,Scp1 inh,SUMO1-SIM PPI,Rpn11 block,CSN inh
OCn1c2ccccc2c2ccccc21,0,1.2,-1.9,-3,2,-1.0,-11,0,i,3
N#Cc1cc2c(nc1Cl)CCC2,-1,-0.8,-1.9,-5,4,0.2,-8,-2,i,1
O=C(CSc1ccc(-c2ccccc2)nn1)Nc1ccc2c(c1)OCCO2,3,-0.2,0.7,-2,-8,0.0,-7,-4,i,0
CCCNc1nc(C)c(C(C)=O)cc1C#N,-2,1.8,-1.5,-5,0,-0.3,-10,-1,i,-8
CC1(C)CC(=O)C2=C(C1)N=C1SCCC(=O)N1C2c1cccc([N+](=O)[O-])c1 (stereo not drawn),-2,3.3,-0.6,-8,-4,0.2,-5,-13,i,6
Cc1ccc(NS(=O)(=O)c2ccc(CCC(=O)NCc3cccnc3)cc2)cc1,-1,-0.4,-0.9,-8,-3,-0.5,-1,1,i,1
Cc1ccc(OC(=O)CCc2c(C)nc3ncnn3c2C)cc1,0,0.9,-1.2,-4,-1,0.3,-8,-2,i,-4
CCc1ccc(CN(C(=O)c2ccco2)C2CCS(=O)(=O)C2)cc1 (stereo not drawn),-2,1.7,-0.8,-2,3,-0.6,-2,-6,i,1
Cc1ccc(-c2onc3ccc(C4OCCO4)cc23)cc1,3,0.6,1.3,-8,-2,-0.1,-12,-18,i,-1
O=C(CCCSc1nc2ccccc2[nH]1)NC(c1ccccc1)c1ccccc1,-1,0.0,1.6,0,-5,0.1,1,4,i,1
COc1ccc(CN2CCN(C(C)C(=O)N3CCc4ccccc43)CC2)cc1OC (stereo not drawn),2,1.5,-0.2,-5,-3,-0.6,-3,1,i,1
c1ccc2c(c1)nc1n2CCS1,3,1.2,-0.6,2,-3,0.2,-5,-2,i,-4
CCCc1cc(=O)[nH]c(SCC(=O)Nc2cc(S(=O)(=O)N3CCOCC3)ccc2Cl)n1,0,1.1,-0.4,3,2,-0.2,-7,11,i,-1
CC(C)C1(C(C)C)OC(=O)c2ccccc21,-1,0.9,-2.5,-2,0,0.5,-5,-1,i,-6
CC1CC(N(C(=O)c2ccccc2Cl)c2ccccc2)c2ccccc2N1 (stereo not drawn),-4,0.6,1.5,-1,-4,0.3,-12,6,i,1
c1csc(-c2cnc3n2CCCC3)c1,3,1.0,-0.5,-8,11,-0.1,-7,0,i,1
O=C(O)C1=C(C(=O)Nc2ccc(F)c(Cl)c2)CCCC1,-4,-1.7,-0.7,4,4,-1.1,0,-3,i,-3
Cc1cccc(NS(=O)(=O)Cc2ccccc2)c1C,1,-0.1,0.8,-10,2,-0.7,-7,3,i,1
CC(C)c1ccc(CCNC(=O)CCNS(=O)(=O)c2ccc(Br)cc2)cc1,-3,-1.4,-6.4,3,-6,-0.3,0,-5,i,-2
CC[C@@H]1CCCCc2ccccc2[C@@H](C(=O)C[C@@H](O)CC(C)=O)OC1=O,8,0.6,-1.3,-3,2,0.6,-5,10,i,-3
COCCNC(=O)CC(NS(=O)(=O)c1ccc(C)cc1)c1ccco1 (stereo not drawn),-4,-0.8,-1.7,-5,3,-1.4,-6,-1,i,2
C=C(C)Cn1c(=O)c2c(nc3n2CCCN3CCc2ccccc2)n(C)c1=O,-2,-1.1,0.4,0,1,-0.4,2,2,i,1
CCN1C(=O)N[C@@H](CCc2ccccc2)C(C(=O)OC)=C1C,0,0.3,1.8,-7,-1,-0.2,-2,5,i,-1
CCC(C)(C)NC(=O)C(c1cccnc1)N(CCOC)C(=O)Cn1nnc2ccccc21 (stereo not drawn),-2,-0.4,0.4,-1,1,-0.2,-2,1,i,-2
O=C(NC(c1ccc(Cl)cc1)c1ccsc1)C1CCN(Cc2cccc(Cl)c2)CC1 (stereo not drawn),-1,0.1,0.6,3,-7,-0.1,/,4,i,2

# The list goes on.
SMILES,STEP block,MsrA inh,LMPTP block,NadD block,DNMT1 block,TbMetRS inhib,Scp1 inh,SUMO1-SIM PPI,Rpn11 block,CSN inh
O=C(NC1CC1)c1cc2cc3ccccc3nc2s1,-1,3.6,0.0,1,0,-0.4,-2,-27,i,2
O=C1CCN(Cc2ccccc2)S(=O)(=O)c2ccccc21,1,0.6,1.0,13,3,-0.4,68*,4,i,-2
O=C(CNC(=O)Cc1ccccc1)N=Nc1c(O)n(Cc2ccc3c(c2)OCO3)c2ccccc12,5,3.1,6.3,25,21,-1.0,3,-6,i,1
COc1ccc(C2=CC(c3ccc(Cl)cc3)n3cnnc3N2)cc1OC (stereo not drawn),1,-0.7,1.4,3,4,-1.2,3,-14,i,5
O=S(=O)(c1ccc2c(c1)OCCO2)N1CCC(n2cnc3cc(F)ccc32)CC1,3,0.3,0.3,-5,0,-1.1,6,-7,i,-3
CC12CCC(=O)N1C(C(=O)Nc1nc3ccc(S(C)(=O)=O)cc3s1)CS2 (stereo not drawn),1,3.0,-1.1,2,1,-0.3,-2,1,i,-5
CC(=O)Nc1ccc(NC(=O)CSc2nnc(C)c(=O)[nH]2)cc1,-2,1.8,0.0,-3,3,-0.7,7,7,i,2
Cc1cc(=O)oc2ccc(OC(=O)c3cccc(S(=O)(=O)N4CCOCC4)c3)cc12,2,0.5,-0.4,5,-7,0.1,-11,0,i,-3
O=S(=O)(NC1CCCc2ccccc21)c1cnc[nH]1 (stereo not drawn),-1,-1.1,0.4,-2,1,-0.4,-5,0,i,5
Cc1cc(C(=O)CN2C(=O)C(=O)N(Cc3ccccc3)C2=O)c(C)n1Cc1ccccc1,4,-0.2,2.8,0,-2,-0.4,-10,6,i,-6
COc1ccc(OC)c(NS(=O)(=O)c2ccc(NC(=O)C3COc4ccccc4O3)cc2)c1 (stereo not drawn),0,0.7,1.2,-13,-7,-0.7,-10,-1,i,0
CN(C)CCCOc1ccc(C(C)(C)c2ccccc2)cc1,2,-0.6,-1.3,1,2,-1.2,-11,-2,i,-2
CCOC(=O)N1[C@@H]2C=C(C)[C@@H]2[C@@H]2[C@@H](C)C(=O)N21,-4,0.0,-1.1,-2,5,0.2,-8,5,i,2
COc1cccc(/C=C/C(=O)OCC(=O)N(C)CC(=O)Nc2ccccc2Cl)c1OC,1,0.3,-0.7,-2,3,0.6,-8,-6,i,-5
CCOC(=O)c1cnc(-n2cc(C)cn2)nc1Nc1ccccc1OCC,0,1.4,4.6,24,-1,0.0,-5,16,i,3
COc1cc(C(=O)N2CCN(S(=O)(=O)c3cccs3)CC2)cc(OC)c1C,4,-0.8,1.6,1,6,0.2,6,-1,i,4
O=C1c2ccccc2C(=O)N1OCCOCCOCCON1C(=O)c2ccccc2C1=O,0,-1.0,-0.4,-2,7,-0.2,5,-10,i,3
Cc1occc1C(=O)Nc1nnc(-c2cccs2)s1,-4,-1.2,-1.3,2,-1,-0.5,-8,1,i,0
CCCCCCN1C=CC=C/C1=C/C=C(C#N)C#N,2,0.7,2.3,-4,-4,0.9,-8,-20,+,13
O=C(O)c1cc([N+](=O)[O-])ccc1Oc1ccccc1,-1,0.5,-2.6,2,-3,-0.4,0,-18,i,3
COc1ccc(NC(=O)NCCc2cccc(Cl)c2)cc1OC,0,-0.6,-0.4,-1,1,2.7,-4,-1,i,3
Cc1cccc(NC(=O)CSc2c3c(nc4ccccc24)CCC3)n1,-4,0.3,-0.3,4,-1,-0.4,-13,-4,i,5
Cc1ccc(C(=O)N/C(=C\c2ccc(F)cc2)C(=O)NCCCn2ccnc2)cc1,-3,-0.2,-4.0,-6,8,-0.4,10,-3,i,3
O=C(CSCc1ccc(F)cc1)NCc1ccc2c(c1)OCO2,-2,-0.3,0.9,-4,-2,-0.7,3,7,i,0
CCOC(=O)c1ccc(S(=O)(=O)N2CCNCC2)cc1,-3,-0.9,-0.4,-5,4,-1.5,5,0,i,5
Cc1cc(NS(=O)(=O)c2ccc(NC(=O)C(C)Oc3cccc(C)c3C)cc2)nc(C)n1 (stereo not drawn),-3,-1.1,0.7,0,1,-0.1,-13,-1,i,1
CCN1CCN(c2cc(C)c3cc(NC(=S)NCCCN4CCc5ccccc5C4)ccc3n2)CC1,6,0.5,18,-6,-8,-0.2,-10,-32,i,1

# Screening results as filed in PubChem.

# Rows were taken by chance (roughly 3.9% active in at least one column).
